Dicer processing: inhibitors of Dicer pre-microRNA processing, primary screen, biochemical, cat-ELCCA, chemiluminescence; Endoribonuclease Dicer (Homo sapiens), Q9UPY3; cat-ELCCA pre-miR-21 Dicer processing; active compounds read high; z-score at 25 µM; 47,000 compounds, 6% hits; in the data active = z-score above about 3, passing the limit was not always enough;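 also: plate controls were vehicle for no effect and no enzyme for full effect; higher signal means more uncleaved substrate so more Dicer inhibition; strong numbers were not always called active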
Active calls of the source: *.

Preview (five entries):
| Structure | Dicer processing |
| --- | --- |
| CCCC(C)C(=O)Nc1nc2c(s1)C(=O)CC(C)(C)C2 (configuration not stated) | 0.97 |
| COC(=O)c1c(O)c2ccccc2[nH]c1=O | 0.55 |
| COC(=O)C1=C(C(=O)OC)C2(OC1c1cccc(F)c1)C(=O)c1ccccc1C2=O (configuration not stated) | 1.24 |
| Cc1ccc(-c2cnc(NCc3ccc(F)cc3F)n2C)cc1 | 1.23 |
| Cn1c(=O)c2c(nc(N3CCCCCC3)n2C)n(C)c1=O | 0.33 |

Main list, previewed entries included:
| Structure | Dicer processing |
| --- | --- |
| CCCC(C)C(=O)Nc1nc2c(s1)C(=O)CC(C)(C)C2 (configuration not stated) | 0.97 |
| COC(=O)c1c(O)c2ccccc2[nH]c1=O | 0.55 |
| COC(=O)C1=C(C(=O)OC)C2(OC1c1cccc(F)c1)C(=O)c1ccccc1C2=O (configuration not stated) | 1.24 |
| Cc1ccc(-c2cnc(NCc3ccc(F)cc3F)n2C)cc1 | 1.23 |
| Cn1c(=O)c2c(nc(N3CCCCCC3)n2C)n(C)c1=O | 0.33 |
| COc1ccc(C2Nc3cccc4cccc(c34)N2)cc1Br | 4.9* |
| C#CC(CC)(CC)Nc1ccsc1C(=O)O | 1.99 |
| CC(=O)c1ccc(N2CCN(S(=O)(=O)c3cn(C)c(C)n3)CC2)cc1 | -0.37 |
| Cc1oc2c(F)c(F)c(F)c(F)c2c1S(=O)(=O)Oc1ccc(C#N)cc1 | 2.55 |
| CCOC(=O)c1cnn2c(N)c(C#N)cnc12 | -0.15 |
| Cn1c(=O)c2c3nc4ccc([N+](=O)[O-])cc4cc3c(=O)n(-c3ccccc3)c2n(C)c1=O | 0.59 |
| COc1ccc(/C(O)=C2\C(=O)C(=O)N(CCN(C)C)C2c2ccccc2F)cc1 (configuration not stated) | 3.35* |
| O=S(=O)(Nc1n[nH]c2ccccc12)c1ccc(Cl)c(Cl)c1 | 0.95 |
| C#CCSc1nc(C)c2cc(OC)ccc2n1 | 1.55 |
| CC1CCC2C(=O)N(c3cccc(C(=O)OC(C)C(=O)c4ccccc4)c3)C(=O)C2C1 (configuration not stated) | 1.15 |
| O=c1[nH]c(=S)[nH]c(-c2ccccc2)c1Cc1c(O)ccc2ccccc12 | 0.24 |
| Cc1ccc(S(=O)(=O)NC(=O)NCCCNC(=O)OC(C)(C)C)cc1 | -0.84 |
| Cc1ccc(S(=O)(=O)N(C(=O)c2cccnc2)c2ccc3oc(=O)sc3c2)cc1 | 4.97* |
| COCCNC(=O)C(=O)NCCCO | -1.26 |
| COC(=O)C1CC2(C(=O)OC)CC(C(=O)OC)(CC(C(=O)OC)C2=O)C1=O (configuration not stated) | -0.29 |
| O=C(OCC1CC(c2ccccc2)=NO1)c1cccc(C(=O)OCC2CC(c3ccccc3)=NO2)n1 (configuration not stated) | -0.15 |
| CCOC(=O)Nc1sc(C(=O)OC(C)C)c(C)c1C(N)=O | 1.01 |
| Cc1nn(C(=O)C2CC2)c(C)c1Oc1ccc(Cl)cc1 | -0.53 |
| COc1ccc(Oc2cc(C(F)(F)F)ccn2)cc1 | -1.53 |
| COc1ccc(C2Nn3c(nnc3-c3ccccc3)SC2C(=O)NCC2CCCO2)cc1Cl (configuration not stated) | 6.64* |

Individual results from above:
`Cc1ccc(S(=O)(=O)N(C(=O)c2cccnc2)c2ccc3oc(=O)sc3c2)cc1` – Dicer processing: 4.97*
`Cn1c(=O)c2c(nc(N3CCCCCC3)n2C)n(C)c1=O` – Dicer processing: 0.33
`Cc1oc2c(F)c(F)c(F)c(F)c2c1S(=O)(=O)Oc1ccc(C#N)cc1` – Dicer processing: 2.55
`CC(=O)c1ccc(N2CCN(S(=O)(=O)c3cn(C)c(C)n3)CC2)cc1` – Dicer processing: -0.37

The list continues:
| Structure | Dicer processing |
| --- | --- |
| CN(C)C(=O)c1ccc(OCC(F)(F)F)nc1 | -0.32 |
| Cc1c(S(=O)(=O)NCc2csc(-c3cccs3)n2)cnn1-c1ccccc1 | 0.13 |
| CC(C)(C)N1CN=C2SC(CO)(CO)C(=O)N2C1 | -0.96 |
| O=C(Nc1cccc(O)c1)c1cc2n(n1)C(C(F)(F)F)CC(c1ccco1)N2 (configuration not stated) | 3.33* |
| COC(=O)c1scc(S(=O)(=O)Cc2ccco2)c1N/N=C(\C#N)S(=O)(=O)C(C)C | 0.24 |
| Cc1ccc2c(c1)c1c(n2CC(O)CNCc2ccco2)CCCC1 (configuration not stated) | 5.01* |
| CC(=NCc1ccc(C#N)cc1)c1ccccc1O | 0.61 |
| CCOC(=O)c1c[nH]n2c(=O)c3c(nc12)CCC3 | -1.34 |
| Cc1c2cn[nH]c(=O)c2c(C)n1Cc1cccs1 | -0.11 |
| COc1cc(S(=O)(=O)n2ccnc2)ccc1Br | -0.02 |
| CC(=O)c1sc(-c2ccc(F)cc2)cc1NC(=O)CN1CCN(C(=O)c2ccc(C)cc2)CC1 | -1.09 |
| C=CCSc1nnc(C)n1-c1ccc(OCc2ccccc2)cc1 | -1 |
| CCCCNC(=O)n1c(=O)oc2cc(Cl)ccc21 | 0.35 |
| O=[N+]([O-])c1ccc(Sc2c(-c3ccc(Br)cc3)nc3ccccn23)cc1 | -1.92 |
| CC(C)(C)OC(=O)N1CCCN(C(=O)C2=CN3C=C(C(F)(F)F)C=C(Cl)C3N2)CC1 (configuration not stated) | -1.12 |
| COc1ccc(C2Nc3ccc4ncccc4c3C3=C2C(=O)CC(C)(C)C3)cc1 (configuration not stated) | 1.7 |
| CCc1nc(S(C)(=O)=O)c(C#N)cc1C | -0.07 |
| O=c1c(-c2ccccc2)c(O)c2cccc3c2n1CC3 | -1.47 |
| COc1ccc(C2C(C(=O)OC3CCCCC3)=C(C)NC3=C2C(=O)CCC3)cc1Br (configuration not stated) | -0.61 |
| Cc1ccc(C(=O)COC(=O)c2cc(Cl)ccc2O)cc1C | 3.99* |
| N#Cc1ccc(N/N=C/c2ccc(Cl)cc2)c(Cl)c1 | 1.6 |
| Cc1csc2c(N3CCOCC3)ncnc12 | -0.09 |
| CC1CC(=O)C2=C(C1)Nc1nc(C(F)(F)F)nn1C2c1ccccc1 (configuration not stated) | 5.2* |
| CCOC(=O)C1=C(C)N=C2SCCN2C1c1ccccc1 (configuration not stated) | 0.07 |
| COc1cccc(NC(=S)Nc2ccc(OC)c(OC)c2)c1 | 0.85 |

Following part:
structure | Dicer processing
CCN(CC)CCc1nc(-c2ccccc2)no1 | 0.93
Nc1ncnc(Nc2cccc(C(F)(F)F)c2)n1 | -1.19
C=CCOc1ccc(C2c3c(oc4ccc(C)cc4c3=O)C(=O)N2CCOC)cc1OC (configuration not stated) | 7.08
Clc1ccccc1/C=N/Nc1nc(-c2ccccc2)cs1 | 0.16
O=C(N1CCCC1)C12CC3CCC(CC(C3)C1)C2 | -0.63
Nc1ccccc1Sc1nc2c(Cl)cc(Cl)cc2s1 | -5.24
COC(=O)c1c(NC(=O)c2nc3nc(C)cc(C(F)F)n3n2)sc2c1CCCC2 | -1.22
CCOc1cc(C2NC(=O)c3c(sc4c3CCCC4)N2)ccc1O (configuration not stated) | 1.83
NCCS(=O)O | 0.03
Cc1cc2nc(-c3ccc(N)cc3O)oc2cc1C | 2.3
CCOC(=O)c1sc(NC(=O)CSc2n[nH]c(CC)n2)nc1C | 1.51
COc1ccccc1NC(=O)Nc1cc(C)nn1C | -1.71
CC1(C)OC(=O)C(=Cc2ccc[nH]2)C(=O)O1 | 1.24
CC(C)(C)C(=O)OCOC(=O)[C@@H]1N2C(=O)[C@@H](N=CN3CCCCCC3)[C@H]2SC1(C)C | -0.35
S=C(NCC1CCCO1)N/N=C/c1ccc(Cl)cc1 (configuration not stated) | 2.69
CC1CCc2nc(NCCO)nc(C(F)(F)F)c2C1 (configuration not stated) | 1.98
C(=NCc1ccccc1)c1ccc2c(c1)OCO2 | -0.66
O=C(O)C1=CC(=C(c2ccc(O)c(C(=O)O)c2)c2ccc(O)c(C(=O)O)c2)C=CC1=O | -0.51
COc1ccccc1N1CCN(C(=S)NC(C)(C)C)CC1 | 0.26
Fc1ccc(Nc2ncnc3nc[nH]c23)cc1F | -2.19

The last 2 entries of the section before open the next one:
structure | Dicer processing
COc1ccccc1N1CCN(C(=S)NC(C)(C)C)CC1 | 0.26
Fc1ccc(Nc2ncnc3nc[nH]c23)cc1F | -2.19
CCOc1ccc(/C(O)=C2\C(=O)C(=O)N(Cc3cccnc3)C2c2ccc(O)c(OC)c2)cc1 (configuration not stated) | 1
O=C(Nc1ccc(F)c(Cl)c1)c1cccnc1Sc1cccs1 | -2.37
O=C(c1ccc([N+](=O)[O-])o1)N1CCN(C/C=C/c2ccccc2)CC1 | -1.1
CCCCSc1nnc2c(n1)OC(c1cccn1C)N(C(C)=O)c1ccccc1-2 (configuration not stated) | 0.28
CCOC(=O)C1=C(C)N=C2c3ccccc3C(=O)C2C1c1ccc(C)cc1 (configuration not stated) | -1.38
Cn1c2c(c(=O)[nH]c1=O)C(c1ccc(OCc3ccccc3)cc1)C1=C(N2)c2ccccc2C1=O (configuration not stated) | 0.09
CC(C)(C)c1ccc(C2Nc3cccc4cccc(c34)N2)cc1 | 4.96*
COc1ccc(C2CC(=O)C3=C(C2)Nc2ccccc2NC3c2ccc(N(C)C)cc2)cc1 (configuration not stated) | 1.61
CCS(=O)(=O)c1ccc(O)c(NC(=O)c2ccccc2C(=O)O)c1 | 2.17
C/C(=C(/C#N)C(=O)Nc1ccc(F)cc1F)N(C)C | -0.22
CC(C)=CC(=O)Nc1ccc(Oc2cc(C(F)(F)F)ccc2Cl)cc1F | -1.38
Oc1ccccc1N=CC=Nc1ccccc1O | -0.93
CCCCOc1ccccc1C1C(C(=O)OCCC)=C(C)NC2=C1C(=O)CC(C)(C)C2 (configuration not stated) | -0.29
CC(C)(C)c1ccc(NC(=O)Nc2ccc(C(F)(F)F)cn2)cc1 | -1.36
CC(C)(C)c1ccc(-c2nnc(-c3ccccc3N)o2)cc1 | 4.56
CCc1ccc2[nH]c3sc(C)nc3c2c1 | -1.4
CS/C(=C/C(=O)c1ccco1)Nc1ccccc1Cl | -1.54
COc1ccc(S(=O)(=O)N2CN3CCN(C3)C2)cc1 | 1.36
O=C(CN1C(=O)c2ccccc2S1(=O)=O)NCCSCc1ccc(Cl)cc1 | -1.35
COc1cccc(-c2ccc(-c3noc(-c4ccc(F)cc4)n3)c(OC)n2)c1 | -0.01
O=C(Oc1ccc(C2=NCCS2)cc1)c1ccccc1Cl | -1.07
CC1(C)CC(=O)C2=C(C1)N=C1c3ccccc3C(=O)C1C2c1ccccc1Cl (configuration not stated) | 0.5
Fc1ccc(-c2cc3ncc4c(n3n2)-c2cc(F)ccc2OC4)cc1 | -1.86
O=C(Nc1ccc2ccccc2n1)C1=Cc2cc(Cl)ccc2OC1 | 1.25
O=C(Cn1cc(C(=O)c2cccs2)c2ccccc21)NCc1cccs1 | 0.34
CCOC(=O)C1=C(C)NC2=C(C(=O)CCC2)C1c1ccc(Cl)cc1 (configuration not stated) | 5.5
O=C(NCc1ccco1)C1CCCN1S(=O)(=O)c1ccc2ccccc2c1 (configuration not stated) | -0.9
CCn1c(SCC(=O)c2c[nH]c3ccccc23)nnc1-c1cccs1 | 2.14
COc1ccc(Cc2nnc(Nc3ccc(C)cc3)o2)cc1OC | 1.56
O=C(CSc1nc(O)cc(=O)n1-c1ccccc1F)N1CCc2ccccc21 | 5.53*
COCCCNC(=S)N/N=C/c1ccccc1Cl | -0.35
O=C1Nc2ccccc2/C1=C/c1ccc2nsnc2c1 | -0.73
COCC(C)NC(=O)CSc1nc2c(c(C(F)(F)F)n1)CCc1ccccc1-2 (configuration not stated) | 1.61
O=C1C=C(N2CCN(c3ccc(F)cc3)CC2)C2(CCCCC2)O1 | -0.74
Cc1cccc(C)c1NC(=S)Nc1ccc(C(C)C)cc1 | -0.05
CC(/C=C/c1ccccc1)=N\OC(=O)c1ccccc1Cl | -0.67
Clc1ccccc1OCc1nc(-c2ccc(-n3cccc3)cc2)no1 | -1.15
CCCOC(=O)C1=C(C)NC2=C(C(=O)CC(c3ccccc3)C2)C1c1ccc(C)cc1 (configuration not stated) | 1.12
CC(C)N1C(=O)C(O)(CC(=O)c2ccccc2)c2ccccc21 (configuration not stated) | -0.88
O=C(O)c1cnn2c1NC(c1ccccc1)CC2C(F)(F)F (configuration not stated) | 3.12*
O=C(Nc1cnn(Cc2ccccc2)c1)c1cnn2c(C(F)F)cc(-c3ccccc3)nc12 | 1.6
COc1ccc(-c2cc(C(F)F)nc(-n3nc(C)cc3C)n2)cc1 | 0.28
O=[N+]([O-])c1ccccc1CS(=O)(=O)c1nc2ccccc2s1 | 0.17
Cc1c(C)c(C)c(C(=O)CCC(=O)O)c(C)c1C | -0.67
COC(=O)c1scc(S(C)(=O)=O)c1-n1cccc1 | -0.54
CS(=O)c1sc(C#N)c2c1C(=O)CCC2 (configuration not stated) | -1.69
N#Cc1cccc2c1-c1ccccc1C2=O | -1.28
COc1ccc(-c2noc(COc3ccc4c(c3)CCCC4)n2)cc1OC | 0.93
C=CCn1c(SCC(=O)Nc2ccc(Cl)cc2)nnc1-c1cccs1 | 0.46
CNC(=S)NNC(=O)c1ccc(Cl)cc1Cl | -1.56
CNS(=O)(=O)c1cc(Cl)ccc1Sc1ccccc1C(=O)O | 16.6
COc1cc(OC)c2nc(C)c3c(c2c1)SCC3 | -1.7
CCCCCCCc1c(O)c2ccccc2[nH]c1=O | -1.9
COc1cc([N+](=O)[O-])c(OC)cc1SCc1n[nH]c(=S)n1-c1cccc(Cl)c1C | -2.36
COc1ccccc1Nc1nc(C)c([N+](=O)[O-])c(Nc2ccccc2OC)n1 | 1.29
CNS(=O)(=O)c1ccc(C)c(I)c1 | -0.17
COc1ccc(Br)cc1S(=O)(=O)NC(=O)/C=C/c1ccccc1Cc1ccc2ccccc2c1 | -1.14
CCc1ccc(-c2cn3c4ccccc4nc3n2CCO)cc1 | -0.98
COc1ccc(-c2noc(COc3ccc(Br)cc3)n2)cc1 | 4.08*
Cc1ccc(S(=O)(=O)NCCOc2nc(NC(C)C)nc(NC(C)C)n2)cc1 | 0.09
COc1cc(Br)c(C2CC(=O)NC(C)=C2C(=O)OC2CCCC2)cc1OC (configuration not stated) | 1.22
COc1nnc(-c2ccc(N3CCOCC3)c(NC(=O)NC3CCCCC3)c2)c2ccccc12 | 2.32
Cc1ccc(Nc2nc(-c3c(C)nc4ccccn34)cs2)cc1 | 2.98

Screening results: PubChem BioAssay, Center for Chemical Genomics, University of Michigan

Some of the compounds tested; rates above refer to the full screens.
